MC4R ag barr: agonists of human melanocortin 4 receptor (MC4R) beta-arrestin. P32245. U2OS MC4R beta-arrestin complementation, luminescence; percent of melanotan II response, DMSO zero. activation, % at 8.9 µM. actives 0.98% (n = 360,000);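 active = activation above a per-plate cutoff, the mean activation of sample wells on that plate plus 3 SD, cut at about 8% in these data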
Vif inh: blocks HIV Vif function; HEK293T cells, Vif self-association by quenched fluorescence, imaging, 24 h; inhibition, % at 7.49 µM; actives 0.35% (n = 340,000); in the data active = inhibition above about 50%, passing the limit was not always enough; also: some results filed as inactive read as strong as hits
aDG glyco up: increases alpha dystroglycan glycosylation | activation, % at 10 µM | Pro5-aDG cells, alpha-DG glycosylation AlphaScreen (IIH6); 0% Pro5, 100% B10-LARGE cell signal | actives 0.22% (n = 360,000) | AID 624168;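 active = activation of at least 8% versus controls, or a plate z-score of at least 8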;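 also: Pro5 are CHO cells carrying HIG-tagged alpha-DG that lacks glycosylation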
NOD2 RIPK2 PPI: inhibitors of human NOD2-RIPK2 interaction; O43353; CHO BLA complementation NOD2-RIPK2, CCF4 ratio; inhibition, % at 4.98 µM; actives 0.38% (n = 360,000); AID 624267; in the data active = inhibition above about 21%;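 also: 0% = vehicle only and 100% = reference blocker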
N-glyco inh: N-linked glycosylation inhibition. D54 ERlucT glycosylation luciferase reporter, 24 h; percent of 100 nM tunicamycin response. reporter increase, % at 12.5 µM. actives 0.23% (n = 360,000). AID 588692;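 active = mean luciferase reporter signal, scaled so untreated is 0 and the glycosylation-blocking control 100, at or above a set limit in every replicate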;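 also: luciferase carries N-glycosylation sites so blocking glycosylation raises the light; 0% = median of neutral control wells and 100% = median of 100 nM tunicamycin wells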
Exocytosis inh: blocks lytic granule exocytosis. TALL-104 LAMP-1 surface exposure, flow cytometry; cells stimulated with thapsigargin and PMA. inhibition, % at 10 µM. actives 0.66% (n = 360,000);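 active = inhibition above about 55%, limit read from the data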
ABCB6 inh MLPCN: inhibitors of human ABC transporter ABCB6 | Q9NP58 | fluorescence ratio to DMSO, % at 10 µM | K562-ABCB6 porphyrin accumulation, flow cytometry, 1 h; stronger effect = lower value | actives 0.19% (n = 360,000);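 active = fluorescence ratio to DMSO below 75%, the collection mean minus 3 SD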;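 also: signal is porphyrin accumulated inside mitochondria; 100% equals median channel fluorescence of DMSO control wells; lower ratio means ABCB6 inhibition with less porphyrin fluorescence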
Target sequence (Q9NP58 whole entry, looked up): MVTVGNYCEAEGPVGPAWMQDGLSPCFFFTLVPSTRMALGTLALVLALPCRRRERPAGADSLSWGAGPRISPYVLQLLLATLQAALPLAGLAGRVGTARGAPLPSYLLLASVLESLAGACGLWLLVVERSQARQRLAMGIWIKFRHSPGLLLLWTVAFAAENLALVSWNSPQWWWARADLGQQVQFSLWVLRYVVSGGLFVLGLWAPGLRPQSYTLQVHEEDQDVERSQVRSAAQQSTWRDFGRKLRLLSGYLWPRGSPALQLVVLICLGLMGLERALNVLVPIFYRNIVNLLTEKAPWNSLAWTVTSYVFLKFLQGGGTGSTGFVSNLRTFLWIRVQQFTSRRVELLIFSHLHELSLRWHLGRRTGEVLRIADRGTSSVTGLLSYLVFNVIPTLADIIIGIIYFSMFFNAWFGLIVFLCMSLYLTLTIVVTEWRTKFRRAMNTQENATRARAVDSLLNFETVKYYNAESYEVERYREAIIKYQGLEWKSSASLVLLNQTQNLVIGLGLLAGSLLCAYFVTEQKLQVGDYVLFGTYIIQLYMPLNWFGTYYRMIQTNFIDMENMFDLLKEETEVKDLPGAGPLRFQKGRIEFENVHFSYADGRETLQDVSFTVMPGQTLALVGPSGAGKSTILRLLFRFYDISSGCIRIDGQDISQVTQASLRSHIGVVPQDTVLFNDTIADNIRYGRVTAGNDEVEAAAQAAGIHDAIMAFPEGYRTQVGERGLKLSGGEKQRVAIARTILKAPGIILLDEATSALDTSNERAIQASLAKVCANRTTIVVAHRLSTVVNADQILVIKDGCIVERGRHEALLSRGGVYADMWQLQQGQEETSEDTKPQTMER
TLR9-MyD88 block: TLR9-MyD88 interaction inhibition; Q9NR96+Q99836; AID 504734; inhibition, % at 4.98 µM; CHO BLA complementation TLR9-MyD88, CCF4 FRET ratio; actives 0.21% (n = 340,000);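 active = inhibition above the mean over all tested compounds plus 3 SD, cut at about 21% in these data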;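 also: 0% = DMSO only wells and 100% = clavulanate BLA inhibitor control wells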
MC4R antag cAMP: antagonists of human melanocortin 4 receptor (MC4R); P32245; MC4R-expressing cells, MTII-stimulated cAMP, LANCE TR-FRET; inhibition, % at 6.5 µM; actives 0.48% (n = 360,000);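 active = inhibition above its plate's cutoff, the mean of tested wells on that plate plus 3 SD, cut at about 29% in these data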;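 also: 0% = Melanotan II alone and 100% = Melanotan II plus saturating MCL0020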
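system = U2OS cells with stable human MC4R expression | also added = Melanotan II challenge after compound preincubation | dosing = one concentration, 6.5 µM nominal | incubation = compound 30 min, challenge 1 h, detection 1 h | measured by = TR-FRET with Eu-cAMP and labeled anti-cAMP, 671 nm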
ABHD5 PLIN5 PPI: ABHD5-PLIN5 protein interaction inhibition. inhibition, % at 4 µM. Split G. princeps luciferase complementation, luminescence, 4 h. Q00G26+Q8WTS1. AID 602281. actives 0.78% (n = 360,000);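 active = inhibition above the mean inhibition across every tested compound plus 3 SD, cut at about 22% in these data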;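 also: 0% = DMSO only wells and the 100% control is not disclosed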
An asterisk follows results filed as active; x = no result given. Only part of the results is shown. The share of hits here may be higher or lower than overall.

SMILES	MC4R ag barr	Vif inh	aDG glyco up	NOD2 RIPK2 PPI	N-glyco inh	Exocytosis inh	ABCB6 inh MLPCN	TLR9-MyD88 block	MC4R antag cAMP	ABHD5 PLIN5 PPI
COc1cc(C)c(Br)cc1S(=O)(=O)NCc1ccccc1	2.2	-2	1.3	4	0	3	100	5	-11	5
CCOC(=O)N1CCC(N(CCCOC)C(=O)Nc2ccc(CC)cc2)CC1	-0.3	-6	0.1	-16	1	-3	96	2	4	-1
Cc1ccc(NC(=O)C23CCC(C)(C(=O)[C@H]2Br)C3(C)C)cc1 (some centres not stated)	-1.2	-5	0.1	-13	0	2	96	3	2	5
CC(C)NC(=O)NC(=O)CSc1ccc(S(=O)(=O)N2CCOCC2)cn1	1.0	0	-0.3	-2	1	-3	99	-11	2	2
O=C(NCc1ccncc1)c1c(F)c(F)c(F)c(F)c1F	1.4	-5	0.4	-4	0	-2	97	-1	2	1
Fc1cnc(N2CCOCC2)nc1N1CCOCC1	-1.1	0	0.0	-6	2	-3	99	-1	-5	-1
CSc1ccc(CN2CCC2(C)C(=O)NCc2cccs2)cc1 (configuration not stated)	-2.0	-3	-0.1	-11	-1	29	87	x	0	1
CN1CCCC(OC(=O)COc2ccccc2)C1 (configuration not stated)	-0.2	-11	0.4	-11	3	-2	82	1	-2	4
O=C(COC(=O)c1n[nH]c2ccccc12)Nc1ccc([N+](=O)[O-])cc1	-0.8	0	-0.1	-3	0	-3	94	0	2	-1
O=C(Cn1nnc(-c2ccccc2)n1)NNC(=O)c1ccc(Br)cc1	1.1	16	-0.2	-9	-1	2	102	-10	-1	-1
O=C(NNc1ncnc2c1cnn2-c1ccccc1)c1ccco1	-3.4	-4	-0.2	-6	0	-4	96	-15	-4	3
CC(=O)Nc1ccc(N2C(=O)CSC2c2ccc(F)cc2)cc1 (configuration not stated)	-0.9	10	-0.1	3	-1	-2	100	-6	16	1
C=CCn1c(=S)sc2c(=O)[nH]cnc21	-2.4	-1	0.1	-9	2	6	99	x	-2	-2
CN(C)c1ccc(CNC(=O)C2(C)Cc3c(-c4cccc(C(N)=O)c4)ccnc3O2)cc1 (configuration not stated)	-0.3	2	0.0	-9	16	-8	98	x	10	3
Cn1c(=O)c2cc(S(=O)(=O)Nc3cc(C(=O)O)cc(C(=O)O)c3)ccc2n(C)c1=O	-0.6	1	-0.4	5	1	-1	94	8	-1	2
O=C1[C@@H]2C(Cc3ccc(O)cc3)NC3(C(=O)Nc4ccc(F)cc43)[C@@H]2C(=O)N1c1ccc(F)cc1 (some centres not stated)	-2.8	-1	-0.2	-1	0	0	92	3	-7	9
COC(=O)c1ccccc1N=NNc1ccc([N+](=O)[O-])cc1	-1.7	3	-0.1	3	-2	7	94	-2	-5	1
c1ccc2c(N3CCCCC3)nc(N3CCCCC3)nc2c1	-2.5	0	1.0	-16	-2	1	93	1	2	5
Cc1cccn2c(=O)c3cc(C(=O)NC4CCCCCC4)sc3nc12	3.3	-4	0.0	-6	-1	-3	97	1	10	-5
CC(=O)Nc1ccc(NC(=O)CSc2nnc(NC(=O)c3ccco3)s2)cc1	0.4	3	-0.1	-1	-2	5	97	-1	0	9
COc1ccc(NC(=O)N(C)C[C@H]2Oc3c(NS(=O)(=O)c4cn(C)cn4)cccc3C(=O)N([C@H](C)CO)C[C@@H]2C)cc1	-1.6	7	0.1	-8	0	1	92	-5	-1	7
Cc1ccc(SCC(=O)OCC(=O)N(CC(C)C)c2c(N)n(Cc3ccccc3)c(=O)[nH]c2=O)cc1C	-1.2	2	-0.2	-7	16	-8	96	-6	9	-4
CN(CC(=O)OCC(=O)NCc1ccccc1)S(=O)(=O)c1ccc(F)cc1	1.3	-1	-0.1	-3	3	-2	102	-9	23	-6
COc1ccccc1C(c1nnnn1CS(=O)(=O)c1ccc(C)cc1)N1CCSCC1 (configuration not stated)	-1.4	-6	0.0	3	4	-1	100	6	6	0

As entered above.
Entry of COC(=O)c1ccccc1N=NNc1ccc([N+](=O)[O-])cc1 under Exocytosis inh: 7
Entry of Cn1c(=O)c2cc(S(=O)(=O)Nc3cc(C(=O)O)cc(C(=O)O)c3)ccc2n(C)c1=O under Vif inh: 1
Entry of COc1ccc(NC(=O)N(C)C[C@H]2Oc3c(NS(=O)(=O)c4cn(C)cn4)cccc3C(=O)N([C@H](C)CO)C[C@@H]2C)cc1 under MC4R ag barr: -1.6
Entry of Cc1ccc(SCC(=O)OCC(=O)N(CC(C)C)c2c(N)n(Cc3ccccc3)c(=O)[nH]c2=O)cc1C under MC4R ag barr: -1.2
Entry of CC(=O)Nc1ccc(NC(=O)CSc2nnc(NC(=O)c3ccco3)s2)cc1 under ABCB6 inh MLPCN: 97
Entry of COc1ccccc1C(c1nnnn1CS(=O)(=O)c1ccc(C)cc1)N1CCSCC1 (configuration not stated) under Vif inh: -6
Entry of CN(C)c1ccc(CNC(=O)C2(C)Cc3c(-c4cccc(C(N)=O)c4)ccnc3O2)cc1 (configuration not stated) under Vif inh: 2

The list continues:
SMILES	MC4R ag barr	Vif inh	aDG glyco up	NOD2 RIPK2 PPI	N-glyco inh	Exocytosis inh	ABCB6 inh MLPCN	TLR9-MyD88 block	MC4R antag cAMP	ABHD5 PLIN5 PPI
NS(=O)(=O)c1ccc(N2N=C(c3ccc(Br)cc3)CC2c2ccc(F)cc2)cc1 (configuration not stated)	2.5	18	5.8	-36	-4	0	98	-104	10	1
COc1ccc(C(=O)N(Cc2ccco2)Cc2cc3cc(C)ccc3[nH]c2=O)cc1OC	-1.9	-17	0.1	-4	-1	-5	116	-1	12	14
O=C(c1ccc(Cl)c(Cl)c1)N1CCC(=O)N(C(COCc2ccc(Cl)cc2)Cc2ccccc2)CC1 (configuration not stated)	1.2	20	1.0	14	2	-15	92	0	6	0
CC(C)(O)C#Cc1ccc(C(=O)Nc2ccc3c(c2)OCO3)s1	-2.8	-8	0.0	-4	2	0	87	-4	0	-1
c1coc(C2=Nc3cccc4cccc(c34)N2)c1	0.0	22	-0.3	-16	2	-4	102	-3	-52	4
Cc1ccc(C)c(N2CN(Cc3cccnc3)CNC2=S)c1	-2.9	-2	-0.2	-5	1	-1	97	-2	-2	-2
Cn1c(=O)n(C)c2cc([N+](=O)[O-])c(N3CCN(S(=O)(=O)c4ccc5ccccc5c4)CC3)cc21	-2.7	-9	0.4	-3	1	-4	95	9	7	5
Nc1ccccc1NC(=O)NC(=O)c1ccccc1	-1.2	-9	0.0	-9	0	-8	96	-14	2	-7
COc1ccc(OCC(=O)NNC(=O)c2cccc(C)c2)cc1	2.1	-10	-0.1	-6	0	-1	102	-4	22	4
COC(=O)c1ccc(CSc2nnc(NC(=O)C3CC(=O)N(c4ccc5c(c4)OCCO5)C3)s2)cc1 (configuration not stated)	-1.1	-3	0.2	10	1	1	87	-10	12	-3
COc1cc2ccc(=O)oc2c(O)c1O	-0.9	-4	0.2	3	-2	3	99	12	4	-3
CC(=O)C1=C(O)C(=O)N(Cc2ccccc2)C1c1ccccc1F (configuration not stated)	-0.7	-8	0.0	-6	2	-4	100	7	9	1
O=C(COc1cc(Cl)ccc1Cl)Nc1ccc2c(c1)CCC2	5.4	-1	0.1	5	2	2	93	-8	-6	-5
Nc1nc(=S)[nH]c2c1C1(CCCCC1)Cc1ccccc1-2	-1.0	4	0.3	-11	5	1	105	-4	-4	0
CCN(C[C@H]1N[C@@](CC)(C(=O)OC)[C@H]2C(=O)N(Cc3ccccc3)C(=O)[C@@H]12)S(=O)(=O)c1ccc(C(F)(F)F)cc1	0.7	2	0.0	-4	-5	16	99	5	0	10
CC(NC(=O)Cn1cc(C(F)(F)F)ccc1=O)c1ccc(F)cc1 (configuration not stated)	-2.2	-7	-0.1	-12	3	-2	101	-8	11	5

Already shown: entries from further up.
SMILES	MC4R ag barr	Vif inh	aDG glyco up	NOD2 RIPK2 PPI	N-glyco inh	Exocytosis inh	ABCB6 inh MLPCN	TLR9-MyD88 block	MC4R antag cAMP	ABHD5 PLIN5 PPI
COc1ccc(OCC(=O)NNC(=O)c2cccc(C)c2)cc1	2.1	-10	-0.1	-6	0	-1	102	-4	22	4
COC(=O)c1ccc(CSc2nnc(NC(=O)C3CC(=O)N(c4ccc5c(c4)OCCO5)C3)s2)cc1 (configuration not stated)	-1.1	-3	0.2	10	1	1	87	-10	12	-3
COc1cc2ccc(=O)oc2c(O)c1O	-0.9	-4	0.2	3	-2	3	99	12	4	-3
CC(=O)C1=C(O)C(=O)N(Cc2ccccc2)C1c1ccccc1F (configuration not stated)	-0.7	-8	0.0	-6	2	-4	100	7	9	1
O=C(COc1cc(Cl)ccc1Cl)Nc1ccc2c(c1)CCC2	5.4	-1	0.1	5	2	2	93	-8	-6	-5
